Screening data (PubChem BioAssay)
B2AR arrestin = agonists driving beta-arrestin recruitment to human beta2-adrenergic receptor | beta-arrestin recruitment to beta2AR, cell-based reporter | Potency, µM (series often up to 46.1 µM), without a hit: at the highest dose activation, usual class: activators | 330,000 compounds, 0.02% hits;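 further: potency means the concentration at half of the fitted maximal effect; 0% = DMSO controls and full agonism = EC100 isoproterenol or metaproterenol; nearly all actives have a fitted effect of over 65% in size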
hERG WT inh = KCNH2 (human, wildtype) channel inhibition. U2OS, BacMam KCNH2, thallium flux FluxOr; hits give low values. activity change, % at 1.84 µM. 340,000 compounds, 0.37% hits;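 active means maximum activity change below -70%; inconclusive means maximum activity change between -70% and -50%; inactive means maximum activity change above -50%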; further: on the % scale 0 is the no-effect control and ±100 the full control effect
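U2OS cells were transduced with wild-type KCNH2 virus (2.03 x 10^8 / mL) for 4 h at room temperature, then cultured overnight at 37 C. Thallium flux was read with FluxOr dye. Rate constants were normalized to DMSO controls.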
GALK inhibitor = inhibitors of human galactokinase; Purified GALK, Kinase-Glo residual ATP luminescence; Potency, µM (series often up to 57.5 µM), for the others: at the highest dose activity change, negative = inhibition, usual class: inhibitors; 270,000 compounds, 0.007% hits; AID 1868; further: potency means the concentration at half of the fitted maximal effect; on the % scale 0 is the no-effect control and ±100 the full control effect
Target sequence (P51570 whole entry, looked up): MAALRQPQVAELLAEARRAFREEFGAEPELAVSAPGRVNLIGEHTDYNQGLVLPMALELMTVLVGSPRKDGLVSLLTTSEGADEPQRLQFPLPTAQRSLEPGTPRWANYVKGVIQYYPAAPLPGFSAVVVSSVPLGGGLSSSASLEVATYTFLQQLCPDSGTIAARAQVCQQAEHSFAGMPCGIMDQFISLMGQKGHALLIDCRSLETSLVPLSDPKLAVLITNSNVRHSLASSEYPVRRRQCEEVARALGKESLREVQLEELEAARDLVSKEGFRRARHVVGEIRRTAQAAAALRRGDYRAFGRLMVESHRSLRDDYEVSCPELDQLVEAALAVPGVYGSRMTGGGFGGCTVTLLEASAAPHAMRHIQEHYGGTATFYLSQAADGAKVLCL
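Compounds were pin-transferred into ATP buffer (35 uM final), then GALK plus galactose (5 nM, 100 uM final) was added. After 1 h at room temperature, Kinase-Glo Plus was added and luminescence read after 10 min.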
Menin-MLL TR inh = menin-MLL binding inhibition, Texas Red mutant peptide. O00255. Menin + Texas Red MLL mutant peptide, fluorescence polarization. Potency, µM (series often up to 61.6 µM), inactives show at the top dose FP activity change, negative = inhibition, usual class: inhibitors. 270,000 compounds, 0.23% hits; active means well fitted inhibition curve with a large enough effect in the polarisation, with a control signal flat, not every such curve was filed as active; inconclusive means small, poorly fitted or top-dose-only effect, or effect the other way, or a change in a side signal; inactive means no such curve, though single readings can be large or run the other way; the % refers to the polarisation; further: potency means the concentration at half of the fitted maximal effect; % of control where 0% means no effect; many of its hits are not listed in these tables
Target sequence (O00255 whole entry, looked up): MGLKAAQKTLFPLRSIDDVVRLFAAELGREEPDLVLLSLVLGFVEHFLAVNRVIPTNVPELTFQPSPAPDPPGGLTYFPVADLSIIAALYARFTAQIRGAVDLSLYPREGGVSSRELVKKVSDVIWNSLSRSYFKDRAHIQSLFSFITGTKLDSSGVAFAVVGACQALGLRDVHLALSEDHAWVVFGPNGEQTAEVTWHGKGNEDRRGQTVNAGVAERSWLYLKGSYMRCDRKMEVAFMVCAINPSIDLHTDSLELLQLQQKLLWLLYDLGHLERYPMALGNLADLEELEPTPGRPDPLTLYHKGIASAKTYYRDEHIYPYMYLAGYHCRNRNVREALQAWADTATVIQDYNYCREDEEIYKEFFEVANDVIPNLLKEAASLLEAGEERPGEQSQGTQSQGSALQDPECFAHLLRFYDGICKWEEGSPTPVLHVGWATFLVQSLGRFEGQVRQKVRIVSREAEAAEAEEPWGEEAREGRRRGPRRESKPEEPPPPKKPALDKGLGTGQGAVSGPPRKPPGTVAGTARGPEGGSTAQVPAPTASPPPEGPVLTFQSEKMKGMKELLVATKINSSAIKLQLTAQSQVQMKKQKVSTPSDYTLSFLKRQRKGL
KCNH2 3.1 block = KCNH2 3.1 (human) potassium channel inhibition; activity change, % (tested at about 1.8 µM); 340,000 compounds, 0.95% hits; U2OS KCNH2 3.1, thallium flux FluxOr; hits give low values;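 active means maximum activity change below -70%; inconclusive means maximum activity change from -70% to -50%; inactive means maximum activity change above -50%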;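 further: thallium influx rate constant from kinetic fluorescence after stimulation buffer; on the % scale 0 is the no-effect control and ±100 the full control effect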
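FluxOr-based Tl+ influx in U2OS cells transduced with KCNH2 3.1 virus; rate constants normalized to DMSO controls.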
PKM2 activator = increases activity of human pyruvate kinase M2; Potency, µM (series often up to 57.5 µM), inactives show top-dose activation, actives largely listed as activators; 260,000 compounds, 0.34% hits; purified PKM2, Kinase-Glo ATP luminescence, activation; response scale: 0% is enzyme alone, no compound; P14618; further: potency means the concentration at half of the fitted maximal effect; on the % scale 0 is the no-effect control and ±100 the full control effect; nearly all actives have a fitted effect of over 55% in size
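hPK-M2, >95% pure; 0.1 mM ADP / 0.5 mM PEP final; imidazole pH7.2 buffer w/ 7 mM MgCl2, 50 mM KCl; 1 h RT; Kinase-Glo lum. Intermediate enzyme activity for dual inhibitor/activator qHTS.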
Giardia killer = kills Giardia lamblia; Giardia lamblia trophozoite viability; 340,000 compounds, 0.15% hits; activity change, % at 7.66 µM, hits read low; AID 540267; in the data active means activity change below about -80%; inconclusive means between about -30% and that limit;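 further: parasites exposed to compound for two days anaerobically before the ATP read; on the % scale 0 is the no-effect control and ±100 the full control effect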
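Anaerobic 48 hrs incubation at 37 deg C of 100 trophozoites/well with test compounds; ATPLite 1-Step luminescence, 15-30 min RT, reports cellular ATP as viability.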
Coupling enz = coupling enzyme interference in Giardia aldolase counter-screen | coupling enzyme system counterscreen, AmpLite Red fluorescence | activity change, negative = inhibition, % at 58.2 µM, hits read low | 290,000 compounds, 0.67% hits; in the data active means activity change below about -30%; further: on the % scale 0 is the no-effect control and ±100 the full control effect
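Fluorescence at 525 nm excitation and 598 nm emission measured inhibition of the coupled detection system without aldolase. Compounds (at 57.5 uM final) were preincubated 10 min at room temperature with coupling enzyme reagent before a 20 min substrate/AmpLite Red step.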
CXXC DNA block = blocks binding of human MLL CXXC domain to DNA; MLL-CXXC / FITC-HOXA9 DNA fluorescence polarization; Potency, µM (top dose mostly 115 µM), without a hit: at the highest dose activity change, negative = inhibition, hits mostly inhibitors; 290,000 compounds, 0.037% hits; active means well fitted inhibition curve with a large enough effect in the polarisation, with a control signal flat, not every such curve was filed as active; inconclusive means small, poorly fitted or top-dose-only effect, or effect the other way, or a change in a side signal; inactive means no such curve, though single readings can be large or run the other way; the % refers to the polarisation; further: potency means the concentration at half of the fitted maximal effect
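Purified MLL-CXXC (added from a 7 uM solution) was preincubated 5 min at ambient with pinned compounds in 50 mM Tris-HCl pH 7.5, 50 mM NaCl, 1 mM DTT, 0.05% BSA. Fluorescein-labeled HOX-A9 DNA (50 nM solution) followed, 30 min, then polarization read.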
USP2a block = blocks human ubiquitin-specific protease USP2a; O75604; AID 463254; 330,000 compounds, 0.01% hits; Potency, µM (series often up to 38.3 µM), for inactives: at the highest dose activity change, negative = inhibition, usual class: inhibitors; USP2 core, Ub-CHOP2 coupled fluorogenic reporter, 485/531;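 further: potency means the concentration at half of the fitted maximal effect; plate controls were DMSO wells for no effect and full inhibition by NEM control for full effect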
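Cell-free coupled assay: 10nM USP2 core preincubated 30min RT with compound in Tris-HCl pH 8.0/CaCl2/CHAPS buffer, then 25nM Ub-CHOP2 and 25nM reporter substrate; fluorescence (Ex 485/Em 531) read after 60min RT, normalized to NEM inhibition, concentration-response curves fitted.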
TRPV1 agonist = activates the human vanilloid receptor TRPV1. Q8NER1. TRPV1-expressing cells, Fluo-8 calcium influx, agonist mode. activation, % at 8.33 µM. 320,000 compounds, 0.19% hits. AID 540275; in the data active means activation above about 80%; inconclusive means between about 30% and that limit; further: 0% is about no effect
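TRPV1-expressing cells were cultured overnight at 35.5C and loaded with Fluo-8 calcium dye for 40 to 90 min at room temperature. After a 10 s baseline, compound was added and calcium influx was read kinetically for 3 min (ex 480/em 520 nm).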
Starred values were filed as active, the others as inactive; ? = inconclusive; · = not tested or not shown; [ ] = another dose, or the depositor's remark. Unless noted, the call rests on the fitted dose curve; in most records, active means well fitted curve in the direction sought with a large enough effect; inconclusive means small, poorly fitted or top-dose-only effect, or another doubt; inactive means no such curve, though single readings can be large; an effect the other way counts as inactive or inconclusive. Some of the compounds tested (hit frequency here may not be typical).

SMILES	B2AR arrestin	hERG WT inh	GALK inhibitor	Menin-MLL TR inh	KCNH2 3.1 block	PKM2 activator	Giardia killer	Coupling enz	CXXC DNA block	USP2a block	TRPV1 agonist
CN(Cc1ccccc1)c1nc2c(c(=O)[nH]c(=O)n2C)n1C	-0.9%	-1	-2%	13%	18	-3%	11	1	1%	0%	-1
COc1cccc(C(=O)O/N=C(\N)c2ccc([N+](=O)[O-])cc2)c1OC	0.5%	4	3%	?	-4	-4%	8	2	-9%	0%	-7
CCC(C(=O)NC1CCCC1)N(C(=O)Cn1nnc(-c2ccc(C)o2)n1)c1ccc(OC)c(OC)c1 (stereo not given)	0.2%	6	0%	·	13	·	-10	1	7%	4%	1
COc1ccc(C(=O)OCC(=O)Nc2ccc3[nH]c(=O)[nH]c3c2)cc1	-0.5%	9	·	·	5	·	-11	·	·	0%	8
CCc1ccccc1N(C(=O)c1cccs1)C1C=CS(=O)(=O)C1 (stereo not given)	0.0%	-8	0%	?	-10	4%	7	1	-5%	-2%	-2
CCOc1ccccc1/C=C/C(=O)NCC(=O)N1CCC(N(C)C2CCCCC2C)CC1 (stereo not given)	0.2%	15	-2%	·	4	·	-3	·	13%	6%	-5
Cn1cccc1/C=N/NC(=O)CSc1nc2ccccc2[nH]1	-0.9%	1	-2%	·	14	2%	11	-13	-7%	1%	·
CCOc1ccc(N(CC(=O)Nc2ccccc2C(=O)N2CCOCC2)S(=O)(=O)c2ccc(F)cc2)cc1	-0.8%	-3	0%	-5%	14	2%	9	0	-5%	1%	-3
COc1ccc2c(c1)CCc1c(C(=O)N3CCOCC3)noc1-2	0.1%	4	1%	0%	8	-10%	4	1	4%	6%	81*
Cc1ccc(NC(=O)COC(=O)CCc2nc3ccccc3n2-c2ccccc2)c(C)c1	0.4%	0	0%	?	10	2%	35[activator]	9	-8%	3%	0
Cc1ccc(S(=O)(=O)N2CCN(CC(=O)N3CCOCC3)CC2)cc1	-1.0%	-9	5%	·	5	2%	1	·	-10%	0%	-2
CCOC(=O)N/N=C/C=C/c1ccccc1	0.1%	1	·	-7%	8	-19%	8	3	-11%	5%	-13
CN=C1SC(C(=O)O)CC(=O)N1C (stereo not given)	-0.1%	-13	-5%	-1%	-6	-5%	-9	-1	-1%	-1%	-3
CC(NCc1ccc(S(N)(=O)=O)cc1)C(=O)Nc1cc([N+](=O)[O-])ccc1Cl (stereo not given)	0.2%	2	0%	15%	-21	1%	2	2	8%	3%	2
COc1ccc([C@H]2CC(=O)C=C(c3ccccc3)C2)cc1OC	0.0%	4	·	·	-11	·	-7	·	·	-2%	14
c1ccc(CCc2nc3ccccc3[nH]2)cc1	-1.0%	-1	1%	-1%	5	-3%	2	0	2%	4%	?
N/C(=N\OC(=O)Cc1ccc(-c2ccccc2)cc1)c1cccnc1	0.4%	-40	-1%	0%	-2	1%	-11	0	-2%	-1%	-1
Cc1ccc(C(OCC(O)CN2CCCCC2CO)c2ccccc2)cc1 (stereo not given)	-0.4%	46	-1%	-28%	-18	-1%	-2	1	?	2%	4
Cc1noc(C)c1COc1ccc(C(=O)OCC(=O)NC(=O)C2COc3ccccc3O2)cc1 (stereo not given)	-0.9%	15	6%	2%	-10	-3%	3	1	0%	2%	-3
Cc1nnc2n1N=C(c1ccc(F)cc1F)CS2	0.1%	2	·	·	-1	·	-11	·	·	3%	2
CCCCn1nc(C(=O)N[C@@H](CCSC)c2nc3ccccc3[nH]2)c2ccccc2c1=O	·	6	3%	-27%	-24	6%	2	4	4%	·	29
N/C(=N\OC(=O)C1CCCCC1)c1ccncc1	-0.7%	-17	3%	0%	-9	8%	-18	1	-2%	1%	11
COc1cc(OC)cc(C(=O)NCC(=O)N2CCN(S(=O)(=O)c3ccccc3F)CC2)c1	0.1%	1	·	·	-5	·	1	·	·	1%	·
CCOc1ccc(C(=O)OCC(=O)Nc2cccnc2Cl)cc1OCC	-0.2%	0	·	·	-7	·	30	·	·	0%	·
CCOC(=O)c1ccc(NC(=S)N(CCCN2CCN(C)CC2)Cc2cccs2)cc1	0.1%	18	15%	-1%	-28	5%	-4	1	2%	3%	-1
Cc1ccc(SCCC(=O)Nc2ccccc2C(=O)NC2CCCCC2)cc1	0.1%	2	·	12%	-20	-2%	-12	1	0%	1%	?
COCCCN(C(=O)CSCc1ccc(C)cc1)c1c(N)n(Cc2ccccc2)c(=O)[nH]c1=O	-0.4%	1	·	·	-3	·	-20	·	·	0%	0
O=C1c2ccccc2C(Nc2ccc3c(c2)OCO3)N1Cc1ccco1 (stereo not given)	-0.6%	4	-1%	-14%	0	-10%	-25	0	6%	4%	0
Cc1cccc(C(=O)O/N=C(\c2ccccc2)c2cccnc2)c1	-1.7%	-9	·	?	?	-1%	5	1	3%	2%	24
Cc1ccc(O)c(C(=O)c2cnc3c(c2)c(-c2ccc(F)cc2)c(C#N)c(=O)n3C)c1	0.3%	1	9%	18%	-23	0%	12	-2	3%	-6%	-3
COc1ccc2oc(=N)c(C(=O)NCc3ccccc3)cc2c1	-0.5%	2	-4%	2%	8	1%[11.5 µM]	6	1	-4%	1%	1
O=C(c1ccncc1)c1ccc(Br)cc1	-0.4%	-2	1%	26%	-6	-3%	3	4	5%	4%	2
COc1ccccc1N1CCN(C(=O)c2ccc(Br)o2)CC1	-2.5%	14	·	·	0	·	36[activator]	·	·	5%	·
Cn1ncc2c(Nc3cc(Cl)cc(Cl)c3)ncnc21	-0.4%	18	6%	25%	-4	1%[0.46 µM]	-23	0	5%	0%	17
O=C(O)C1CCN(C(=O)c2ccc3c(c2)OCO3)CC1	-0.2%	4	-1%	·	-11	-3%	1	·	29%	0%	10
CCN(C(=O)COc1cccnc1[N+](=O)[O-])C1CCS(=O)(=O)C1 (stereo not given)	2.0%	-4	2%	7%	-4	3%	7	0	0%	1%	1
Cc1ccc(-c2nc(CSCC(=O)N3CCOCC3)c(C)o2)cc1	-1.5%	-9	-1%	1%	-5	1%	1	2	-7%	1%	23
C=CCN1C(=O)/C(=C/C(=O)OC)S/C1=N\NC(=O)c1ccccc1	0.3%	-1	-1%	·	1	22%	1	4	20%	6%	3
COc1ccccc1C(=O)NC1CC2CCC(C1)N2Cc1ccccc1 (stereo not given)	-1.0%	1	4%	-18%	1	-1%[11.5 µM]	13	1	-8%	1%	-1
CCOCCCn1c(SCC(=O)/C(C#N)=C(\C)N)nc2ccccc2c1=O	-0.4%	-13	-2%	2%	5	0%	1	6	-2%	0%	6
CCOc1ccc(-c2nc(S(=O)(=O)c3ccccc3)c(N3CCOCC3)o2)cc1	0.0%	-5	1%	-17%	2	1%	4	1	1%	2%	10
O=C(COC(=O)c1cc(S(=O)(=O)NCc2ccccc2)ccc1O)NCc1ccccc1	-0.4%	1	0%	-7%	1	-1%	-3	4	7%	3%	1
CCOc1ccc(C(=O)CCC(=O)Nc2cc(C)ccn2)cc1	-0.4%	-8	·	·	-6	·	-8	·	·	0%	7
COc1ccc(-c2cc3ccccc3nc2N)cc1OC	0.6%	2	0%	?	11	·	3	4	8%	0%	-1
O=C(c1ccccc1)C(Sc1ncn[nH]1)c1ccccc1 (stereo not given)	3.1%	-20	-3%	5%	-13	-2%	-3	-6	-5%	1%	21
CC1C(=O)OC2C1CCC1(C)CCC(=O)C(C)C21 (stereo not given)	0.0%	0	·	-22%	-2	·	-1	3	4%	0%	15
CC1CCCN(Cc2cnc(Cl)s2)C1 (stereo not given)	0.0%	-10	-3%	1%	-10	2%	-2	-4	-4%	3%	-1
Cc1cccc(N=C2NC(=O)/C(=C/c3cn(C)c4ccccc34)S2)c1	-0.6%	4	2%	-21%	?	-2%	1	1	7%	3%	2
CSc1nc(N2CCN(c3ccccc3)CC2)cc(N2CCN(c3ccccc3)CC2)n1	0.2%	-31	11%	-3%	5	1%	1	2	14%	-1%	1
COc1ccc(-c2nc3ccccn3c2Cl)cc1	-0.2%	-16	15%	-14%	-11	·	-24	-2	13%	1%	2
COc1ccc(OCC(=O)Nc2cccc(-c3nc4ccccc4[nH]3)c2)cc1	0.0%	9	-2%	?	-19	-10%	18	-2	-12%	2%	7
CC(C)c1ccc(N(CC(=O)NCc2cccnc2)S(=O)(=O)c2ccccc2)cc1	-0.5%	3	6%	-12%	22	1%	3	2	17%	1%	?
